ERp5 inh: blocks human ERp5 reductase activity on insulin. AID 651711. ERp5 insulin aggregation, absorbance 650 nm, 90 min. Q15084. inhibition, % at 9.99 µM. 0.05% of 350,000 active;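 active = mean replicate inhibition above about 25%, with every replicate also reaching it, limit read from the data, passing the limit was not always enough; inconclusive = only one of those two criteria met; inactive = neither criterion met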
Target sequence (Q15084 whole entry, looked up): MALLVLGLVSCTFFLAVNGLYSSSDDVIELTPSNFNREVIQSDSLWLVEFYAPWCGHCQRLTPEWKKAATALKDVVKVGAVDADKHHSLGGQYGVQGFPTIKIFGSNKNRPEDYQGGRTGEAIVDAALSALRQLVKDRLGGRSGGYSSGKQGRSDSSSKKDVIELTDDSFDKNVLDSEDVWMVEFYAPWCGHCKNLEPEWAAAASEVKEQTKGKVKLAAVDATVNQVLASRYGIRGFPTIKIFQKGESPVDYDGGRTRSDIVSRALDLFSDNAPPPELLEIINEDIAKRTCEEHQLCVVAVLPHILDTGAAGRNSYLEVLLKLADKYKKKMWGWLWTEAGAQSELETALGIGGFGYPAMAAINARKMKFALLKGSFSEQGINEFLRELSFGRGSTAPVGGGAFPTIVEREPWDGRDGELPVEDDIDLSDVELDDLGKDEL
Casp6 inh: inhibitors of human caspase-6; P55212; purified caspase-6, Z-VEID-R110 cleavage fluorescence; inhibition, % at 12.5 µM; 0.53% of 350,000 active; AID 686996;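 active = mean inhibition across replicates at least about 35%, with every replicate also reaching that limit, limit read from the data; inconclusive = only one of the two criteria met; inactive = neither criterion met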;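 also: 0% = median of neutral control wells and 100% = no fluorescence left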
Target sequence (P55212 24-179 limits assumed): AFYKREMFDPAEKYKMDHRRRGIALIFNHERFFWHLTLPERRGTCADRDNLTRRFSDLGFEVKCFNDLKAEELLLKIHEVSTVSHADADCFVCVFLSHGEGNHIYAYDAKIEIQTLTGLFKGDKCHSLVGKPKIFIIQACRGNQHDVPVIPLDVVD
Target sequence (P55212 194-293 limits assumed): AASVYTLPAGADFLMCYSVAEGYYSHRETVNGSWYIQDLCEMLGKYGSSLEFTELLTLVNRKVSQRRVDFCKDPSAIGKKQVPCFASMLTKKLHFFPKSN
ERAP1 HTS inh: inhibitors of human ERAP1 aminopeptidase; inhibition, % at 10.7 µM; 0.15% of 340,000 active; recombinant ERAP1, Leu-AMC fluorescence, 60 min; AID 652197;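 active = mean replicate inhibition of at least 30%, or all replicates individually reaching that 30% level; inactive = mean below 30% and not every replicate reaching it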;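 also: 0% = neutral control wells and 100% = L-leucinethiol positive control wells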
SIRT5 block: sirtuin-5 (human) deacylase inhibition | 1.1% of 330,000 active | Purified SirT5, succinyl-peptide AMC, trypsin-coupled fluorescence | inhibition, % at 15 µM; in the data active = inhibition above about 15%; inconclusive = no clear call, values can overlap the other calls
Target sequence (Q9NXA8 whole entry, looked up): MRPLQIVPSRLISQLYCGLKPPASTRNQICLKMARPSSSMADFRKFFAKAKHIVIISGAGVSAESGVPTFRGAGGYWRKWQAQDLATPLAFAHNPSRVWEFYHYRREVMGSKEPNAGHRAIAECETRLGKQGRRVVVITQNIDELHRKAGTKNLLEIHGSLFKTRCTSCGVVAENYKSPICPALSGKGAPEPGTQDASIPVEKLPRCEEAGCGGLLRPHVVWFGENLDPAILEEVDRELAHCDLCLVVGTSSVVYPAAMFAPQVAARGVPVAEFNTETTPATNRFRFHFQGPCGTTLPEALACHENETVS
CFTR F508del cor: correctors of CFTR F508del function in bronchial epithelial cells; CFBE cells, YFP halide quenching; stimulated with forskolin plus potentiator P3; % fluorescence drop versus neutral controls; AID 720511; 0.36% of 350,000 active; activity (quench increase), % at 7.58 µM;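 active = mean added fluorescence quench of at least 8% versus neutral control, with both replicates also reaching 8%; inconclusive = only one of the mean or replicate conditions met; inactive = mean below 8% and not both replicates reaching 8%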;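 also: cells transiently co-express mutant CFTR-F508del with the halide-sensitive YFP; corrector assay measuring rescue of mutant channel to the surface after 24 h compound exposure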
DENV2 CPE rescue: protects cells from dengue virus 2 cytopathic effect; DENV2-infected cells, cytopathic effect rescue, plate reader; CPE inhibition, % at 9.99 µM; 1.7% of 350,000 active; AID 651640; in the data active = CPE inhibition above about 20%, passing the limit was not always enough; inconclusive = no clear call, values can overlap the other calls; tested in BHK-21 cells;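 also: 0% = median of neutral control wells and 100% = median of positive control wells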
miR122 inh: blocks miR-122 activity in Huh7 sensor cells. 0.3% of 340,000 active. Huh7 miR-122 Renilla luciferase sensor, 48 h; neutral wells = 0, positive control = 100. activation (reporter increase), % at 12.5 µM;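 active = mean replicate activation score at least 90 and every replicate individually at or above 90; inconclusive = only one of the two criteria met; inactive = neither criterion met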;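 also: higher luciferase means less miR-122 activity so hits act as miR-122 inhibitors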
* = called active by the depositor; ? = inconclusive; . = no result given; & = joins results of further samples; [ ] = another dose, or the depositor's remark.

SMILES	ERp5 inh	Casp6 inh	ERAP1 HTS inh	SIRT5 block	CFTR F508del cor	DENV2 CPE rescue	miR122 inh
CC(C)NC(=O)N(C)C[C@H]1Oc2ccc(NC(=O)C3CCCCC3)cc2C(=O)N([C@@H](C)CO)C[C@H]1C	-1	-1	-1	-1	-2.1	-2	12[16.7 µM]
Nc1c(Cl)nc(-c2ccccc2)nc1Cl	3	2	-1	-1	-0.1	2	.
C[C@H](CO)N1C[C@H](C)[C@H](CN(C)S(C)(=O)=O)Oc2ccc(NC(=O)NC3CCCCC3)cc2CC1=O	-3	0	-1	6	2.5	-3	-1[16.7 µM]
Cc1cc(C)n(CCC(=O)Nc2ccc(-c3ccno3)cc2)n1	-4	4	1	-7	-0.2	1	-1
N#C/C(=C/c1ccc(CNC(=O)C(=O)Nc2cc(Cl)cc(Cl)c2)o1)C(=O)NCc1cccnc1	-2	4	0	.	.	2	.
c1ccc2c(-c3cnc4cccnn34)cncc2c1	0	3	0	.	-0.8	?	7
C[C@H](CO)N1C[C@H](C)[C@@H](CN(C)Cc2ccc(F)cc2)Oc2ncc(-c3ccncc3)cc2C1=O	8	-3	-2	0	-1.6	7	20[16.7 µM]
CC(C)(C)c1ccc(C(=O)NCC(=O)N/N=C/c2cccnc2)cc1	0	3	0	0	0.2	6	2
CN(Cc1c(C(=O)N/N=C/c2cccc(F)c2)nnn1-c1nonc1N)c1ccccc1	5	-3	0	2	1.9	9	-1
COC(=O)Cc1c(O)ccn(Cc2ccc3c(c2)OCO3)c1=O	1	-1	0	2	-1.3	3	6
Cc1ccc(S(=O)(=O)C2(C(=O)Nc3nccs3)CC2)cc1	4	1	-7	-1	1.5	0	4
COCC(=O)Nc1ccc2c(c1)C(=O)N(C)[C@@H]1CC[C@H](CC(=O)OC)O[C@H]1CO2	.	.	.	.	2.3	-1	8[16.7 µM]
CC(C)NC(=S)NC(=O)c1ccc(-c2ccccc2)cc1	-6	4	-4	-2	.	9	.
O=C(NCc1ccncc1)C1=NN(c2ccccc2)C(=O)CC1	1	.	-1	0	-2.9	-3	.
COc1cccc(C#Cc2ccc([C@@H]3[C@H]4CN(C(=O)c5ccccc5)CC(=O)N4[C@H]3CO)cc2)c1	5	0	-1	12	6.5	18	.
CC(C)NC(=O)N(C)C[C@@H]1Oc2ncc(C#CCC3CCCC3)cc2C(=O)N([C@H](C)CO)C[C@H]1C	-6	-5	1	0	1.6	-1	-3[16.7 µM]
CSCCC(NC(=O)c1ccco1)C(=O)NCC(C)(C)N1CCOCC1 (configuration not stated)	3	-2	-2	-8	-2.6	-1	14
O=C(c1cccnc1)N1C[C@@H]2[C@H](c3ccccc31)[C@@H](CO)N2C(=O)Nc1ccccc1F	-1	-1	0	-4	-1.3	-5	-3[16.7 µM]
COc1ccc(NC(=O)N(C)C[C@@H]2Oc3c(NS(=O)(=O)c4ccc(F)cc4)cccc3C(=O)N([C@H](C)CO)C[C@@H]2C)cc1	.	.	.	.	0.5	?	0[16.7 µM]
COc1ccc(/C=C(/NC(=O)c2ccccc2)C(=O)N/N=C/c2cccs2)cc1OC	4	-1	2	7	-0.4	-2	-7
CN(C)c1ccc(CC(=O)c2nc3ccccc3s2)cc1	2	0	-2	-1	-3.4	1	.
O=C(NCc1ccncc1)/C(=C\c1ccc(F)cc1)NC(=O)c1ccccc1	1	-3	5	-3	-0.2	2	-1
O=C(Nc1scc(-c2ccccc2)c1C(=O)O)c1ccc(F)cc1	-2	3	2	0	4.2	-2	-9
O=C(COC(=O)COc1ccccc1F)NCc1ccco1	-4	1	-1	0	0.4	3	-4
CC1(C(=O)NS(=O)(=O)c2ccc(C#N)cc2)CCN1C(=O)c1cccc(F)c1 (configuration not stated)	-1	-1	3	.	0.3	0	-7
CN(CC(=O)Nc1cccc(F)c1)C(=O)C1CC(=O)N(CCc2ccccc2)C1 (configuration not stated)	3	0	0	-4	3.7	0	-2
CN(C(=O)CCCN1CCCC1=O)C1CCCN(Cc2ccccc2F)C1 (configuration not stated)	4	9	-5	1	-1.6	0	-7
Cc1noc(C)c1S(=O)(=O)NC(=O)C1(C)CCN1C(=O)c1ccccc1CCc1ccccc1 (configuration not stated)	-5	1	-1	-1	-2.1	?	-5
Cc1cnc(C)c(N2CCN(Cc3nc(-c4ccccc4)no3)CC2)n1	-4	-4	1	0	0.3	0	-4
COc1ccc(C(=O)OCC(=O)Nc2cc(C)c(C)cc2[N+](=O)[O-])cc1	-7	0	-1	-4	-2.4	7	.
O=C(NC[C@H]1CC[C@H]2[C@H](CN2C(=O)C2CC2)O1)c1cnccn1	2	-2	3	3	-0.2	9	.
Nc1ccc2c(c1)C(=O)c1ccc(Br)cc1-2	-1	-2	-1	-4	-0.6	-5	-1
COc1cc(C(=O)NCC2CCCO2)ccc1OCc1ccccc1Cl (configuration not stated)	2	3	-2	-1	2.5	15	.
C[C@H](CO)N1C[C@H](C)[C@@H](CN(C)Cc2ccc(C(=O)O)cc2)Oc2c(NC(=O)C3CC3)cccc2C1=O	-2&-3	-1&-5	-3	.	1.7&-3.7	?	-2[16.7 µM]
CCC1(C)Cc2ccccc2-c2nc3n(c(=O)c21)CCS3 (configuration not stated)	-4	0	1	.	.	15	.
C[C@H]1CCCCO[C@H](CN(C)C(=O)Cc2ccccc2)[C@@H](C)CN([C@@H](C)CO)C(=O)c2cc(NS(=O)(=O)c3ccc(Cl)cc3)ccc2O1	-1	-2	3	3	-2.8	28*	-9[16.7 µM]
CC(C)C(OC(=O)c1cccs1)C(=O)NCCc1ccccc1 (configuration not stated)	1	-1	-4	-5	-1.9	-6	.
CCOc1ccc(-c2cc(C(=O)N/N=C/c3cccnc3)c3ccccc3n2)cc1	6	1	-3	-2	-0.9	11	5
O=C(NNC(=O)C1C2C=CC(C2)C1C(=O)O)c1ccccc1 (configuration not stated)	-8	16	-1	0	-1.4	5	-1
CCOc1ccc(NC(=O)CN(C)C(=O)C(C)Oc2ccc(Cl)cc2)cc1OCC (configuration not stated)	-2	-1	0	-2	2.2	-3	9
COc1ccc(S(=O)(=O)Nc2ccc3c(c2)C(=O)N([C@H](C)CO)C[C@@H](C)[C@H](CN(C)Cc2ccc(Cl)c(Cl)c2)OCCCC[C@@H](C)O3)cc1	.	.	.	.	2.5	-23	-6[16.7 µM]
CC(CCC(=O)O)C1CC[C@@]2(C)C3C(=O)CC4C(C)(C)C(O)CC[C@]4(C)C3C(=O)C[C@]12C (some centres not stated)	3	0	2	4	-0.9	5	6
NC(=O)c1nn(-c2ccccc2)nc1NC(=O)CN1CCOCC1	-4	1	0	-6	-0.4	-1	-6
CC1CC1C(=O)OCC(=O)Nc1ncc(Cl)cc1Cl (configuration not stated)	6	18	1	-2	3.5	-6	-4
Clc1cccc(Cl)c1CSc1nnc2ccccn12	-1	-5	1	6	-0.8	-9	1
Cc1ccc(NCc2ccco2)cc1C	-2	0	-1	-1	-3.2	1	.
O=C1NC[C@H](Cc2ccccc2)N(CC2CCN(CCCC3CCCC3)CC2)C1=O	2	-1	.	-4	-0.9	-3	-6
Nc1nc2cc(Br)ccc2o1	-3	-6	3	.	0.3	6	-1

An excerpt of these results, with values under each structure:
Below each SMILES: ERp5 inh	Casp6 inh	ERAP1 HTS inh	SIRT5 block	CFTR F508del cor	DENV2 CPE rescue	miR122 inh
- CCOc1ccc(-c2cc(C(=O)N/N=C/c3cccnc3)c3ccccc3n2)cc1
  6	1	-3	-2	-0.9	11	5
- O=C(NNC(=O)C1C2C=CC(C2)C1C(=O)O)c1ccccc1 (configuration not stated)
  -8	16	-1	0	-1.4	5	-1
- CCOc1ccc(NC(=O)CN(C)C(=O)C(C)Oc2ccc(Cl)cc2)cc1OCC (configuration not stated)
  -2	-1	0	-2	2.2	-3	9
- COc1ccc(S(=O)(=O)Nc2ccc3c(c2)C(=O)N([C@H](C)CO)C[C@@H](C)[C@H](CN(C)Cc2ccc(Cl)c(Cl)c2)OCCCC[C@@H](C)O3)cc1
  .	.	.	.	2.5	-23	-6[16.7 µM]
- CC(CCC(=O)O)C1CC[C@@]2(C)C3C(=O)CC4C(C)(C)C(O)CC[C@]4(C)C3C(=O)C[C@]12C (some centres not stated)
  3	0	2	4	-0.9	5	6
- NC(=O)c1nn(-c2ccccc2)nc1NC(=O)CN1CCOCC1
  -4	1	0	-6	-0.4	-1	-6
- CC1CC1C(=O)OCC(=O)Nc1ncc(Cl)cc1Cl (configuration not stated)
  6	18	1	-2	3.5	-6	-4
- Clc1cccc(Cl)c1CSc1nnc2ccccn12
  -1	-5	1	6	-0.8	-9	1
- Cc1ccc(NCc2ccco2)cc1C
  -2	0	-1	-1	-3.2	1	.
- O=C1NC[C@H](Cc2ccccc2)N(CC2CCN(CCCC3CCCC3)CC2)C1=O
  2	-1	.	-4	-0.9	-3	-6
- Nc1nc2cc(Br)ccc2o1
  -3	-6	3	.	0.3	6	-1

Continued.
SMILES	ERp5 inh	Casp6 inh	ERAP1 HTS inh	SIRT5 block	CFTR F508del cor	DENV2 CPE rescue	miR122 inh
CCOC(=O)c1ccc(NC(=O)C2CCN(S(=O)(=O)c3ccccc3)CC2)cc1	9	1	3	-3	4.5	-7	.
CC(=O)Nc1ccc(NC(=O)C(C)OC(=O)c2cccc(S(=O)(=O)N3CCCCC3)c2)cc1 (configuration not stated)	-5	0	-1	-1	0.3	6	5
CCCCNC(=O)Cc1ccc(C)cc1	0	6	11	-3	.	-2	.
CCCc1nn(C)c(C(=O)Nc2ccc(C)c(C)c2)c1Cl	2	3	-1	4	.	8	-4
Cc1cccc(/C=N/n2c(C3CCCCC3)n[nH]c2=S)c1	0	0	-1	3	.	.	-4
COc1ccc(NC(=O)N(C)C[C@H]2Oc3ncc(Br)cc3C(=O)N([C@H](C)CO)C[C@@H]2C)cc1	-6&2	-3&1	10&-3	-4&-8	-2.0&0.2	3&4	-1
COc1cccc(N2CC(=O)Nc3c(oc4nc(-c5ccccc5)cc(C)c34)C2=O)c1	-1	-1	-5	1	-31	4	.
CCn1cc(/C=C(\NC(=O)c2ccc(OC)c(OC)c2)C(=O)NCCCN2CCOCC2)c2ccccc21	-2	1	-1	3	-0.2	-3	.
Cc1ccc(NC(=O)CN2C(=O)NC3(CCCC3)C2=O)nc1	6	2	0	-3	1.3	10	.
O=C(NN=Cc1ccccc1C(=O)O)C(=O)NN=Cc1ccccc1C(=O)O	4	-3	0	.	-2.4	4	-2
Cc1cc([N+](=O)[O-])ccc1NC(=O)Nc1ccccc1F	-2	2	4	-2	-3.5	-5	.
COC(=O)C[C@H]1C[C@H]2c3cc(NC(=O)CC4CC4)ccc3O[C@H]2[C@@H](CO)O1	2	3	0	-4	1.0	1	7[16.7 µM]
O=C(CSc1nnc(-c2ccncc2)o1)NC1CCCCC1	-7	-5	4	-5	-3.1	4	.
CC(C)C1C(=O)N(Cc2cn(CC3CCCCC3)nn2)CCS(=O)(=O)N1Cc1ccc(-c2ccccc2)cc1 (configuration not stated)	5	-2	3	-2	0.3	-6	-10
COC(=O)n1c(=O)oc2ccc(S(=O)(=O)N3CCCCC3)cc21	-1	-1	.	2	-1.0	4	.
Cc1sc(NC(=O)COc2cccc(-n3cnnn3)c2)c(C#N)c1C	1	-1	1	-3	.	.	0
COc1ccccc1N1CCN(C(=O)N2CCOCC2)CC1	-3	4	3	-4	.	.	9
O=C(CSc1nnnn1-c1ccccc1)Nc1ncc(Cc2cccc(Cl)c2Cl)s1	-2	6	0	0	.	-5	.
O=C(NCc1cccc(F)c1)[C@H]1[C@H](CO)[C@H]2Cn3c(cccc3=O)[C@@H]1N2C(=O)c1cnccn1	2	2	0	4	-0.3	?	6[16.7 µM]
Cc1nc2cc3c(=O)n(C)cnc3cc2n1Cc1ccccc1	4	3	6	3	-2.0	-15	-2

Screens (PubChem)
